AGP1 TOR yeast: alters AGP1-GFP fluorescence in TOR pathway yeast screen; S. cerevisiae AGP1-GFP multiplex flow cytometry, 3 h; GFP as percent of DMSO wells; GFP response vs DMSO, % at 10 µM; actives 0.02% (n = 320,000); AID 2066;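 active = GFP response relative to DMSO above a set limit, near screen average plus 3 SD, cut at about 150% in these data; inconclusive = fewer than 70 cells counted for the yeast strain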;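 also: median GFP channel fluorescence of the gated AGP1 strain per well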
CIT2-GFP yeast: modulators of TOR pathway CIT2-GFP in S. cerevisiae | S. cerevisiae CIT2-GFP strain, flow cytometry, 3 h; 100 means same as DMSO wells | actives 0.065% (n = 320,000) | GFP response vs DMSO, % at 10 µM;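 active = GFP response relative to DMSO above a set limit, near the screen mean plus 3 SD, cut at about 150% in these data; inconclusive = Fewer than 70 cells measured for a yeast strain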;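 also: ratio of well median GFP fluorescence to mean of DMSO wells on the plate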
MEP2 TOR yeast: yeast TOR pathway MEP2-GFP modulation; S. cerevisiae MEP2-GFP strain, flow cytometry GFP, 3 h; 100% = DMSO control level; GFP response vs DMSO, % at 10 µM; actives 0.51% (n = 330,000); AID 2016;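 active = GFP response versus DMSO above a set limit, roughly screen mean plus 3 SD, cut at about 180% in these data; inconclusive = fewer than 70 cells counted for a yeast strain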;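 also: median GFP fluorescence of the barcode-gated MEP2-GFP cells per well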
GRK2 inh: human GRK2 inhibition via aptamer displacement; P25098; bead flow cytometry, FAM-aptamer displacement from GRK2; AID 488847; actives 0.59% (n = 330,000); inhibition of aptamer binding, % at 10 µM;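 active = inhibition of aptamer binding above 40%, roughly 3 SD of noise, on plates passing a quality check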;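 also: median bead fluorescence of bound FAM aptamer so fluorescent compounds give negative values; no value below 0 was filed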
RPL19A TOR yeast: modulators of TOR pathway RPL19A-GFP in S. cerevisiae | S. cerevisiae RPL19A-GFP strain, flow cytometry, 3 h; hits give low values | percent response vs DMSO, % at 10 µM | actives 0.3% (n = 330,000);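 active = percent response vs DMSO below 50%; inconclusive = fewer than 70 events counted for the yeast strain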;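 also: median channel GFP fluorescence of the barcoded RPL19A-GFP strain; ratio of sample median GFP to plate DMSO average so 100% = DMSO; lower means less RPL19A-GFP as with rapamycin TOR inhibition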
VLA-4 inh: inhibition in a human VLA-4 binding assay; VLA-4 expressing cells, ligand binding flow cytometry; inhibition, % (about 7 µM as worked out from the volumes in the protocol); actives 0.2% (n = 330,000); AID 2557; in the data active = inhibition above about 50%
Target sequence (P13612 whole entry, looked up): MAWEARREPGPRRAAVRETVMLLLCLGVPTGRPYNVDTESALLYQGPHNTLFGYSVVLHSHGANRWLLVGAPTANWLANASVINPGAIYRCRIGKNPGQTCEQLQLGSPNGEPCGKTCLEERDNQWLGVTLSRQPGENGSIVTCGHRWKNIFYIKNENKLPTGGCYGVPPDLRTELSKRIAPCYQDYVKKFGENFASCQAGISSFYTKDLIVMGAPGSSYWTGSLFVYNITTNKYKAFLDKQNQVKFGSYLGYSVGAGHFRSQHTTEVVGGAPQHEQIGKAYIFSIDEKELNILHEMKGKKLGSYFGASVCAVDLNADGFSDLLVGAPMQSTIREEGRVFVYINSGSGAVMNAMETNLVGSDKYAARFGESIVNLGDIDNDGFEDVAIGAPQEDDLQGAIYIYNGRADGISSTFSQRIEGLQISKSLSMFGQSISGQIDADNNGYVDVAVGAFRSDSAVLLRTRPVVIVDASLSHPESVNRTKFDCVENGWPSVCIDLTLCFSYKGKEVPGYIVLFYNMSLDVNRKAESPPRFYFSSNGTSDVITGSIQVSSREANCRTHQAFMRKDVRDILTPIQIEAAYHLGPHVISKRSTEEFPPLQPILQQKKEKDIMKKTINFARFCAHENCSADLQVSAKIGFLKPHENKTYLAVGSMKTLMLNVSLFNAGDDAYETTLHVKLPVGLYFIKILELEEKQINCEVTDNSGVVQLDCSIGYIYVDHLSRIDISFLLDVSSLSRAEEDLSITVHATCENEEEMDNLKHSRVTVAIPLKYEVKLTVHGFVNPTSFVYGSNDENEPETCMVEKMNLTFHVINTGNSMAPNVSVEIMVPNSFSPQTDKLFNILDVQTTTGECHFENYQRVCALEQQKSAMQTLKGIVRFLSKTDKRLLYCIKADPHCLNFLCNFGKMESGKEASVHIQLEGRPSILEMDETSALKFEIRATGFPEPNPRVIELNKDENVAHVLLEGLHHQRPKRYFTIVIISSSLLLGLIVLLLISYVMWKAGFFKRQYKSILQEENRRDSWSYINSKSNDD
JMJD2C inh: blocks human GASC-1 demethylase activity; GST-JMJD2C(1-420) H3K9me3 demethylation, DELFIA europium; actives 0.069% (n = 330,000); AID 2099; inhibition, % at 2.35 µM; Q9H3R0;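 active = more than half of a compound's replicate wells show inhibition beyond 50%, single wells judged on their own value; inconclusive = some, but no more than half, of replicates pass 50% inhibition; inactive = no replicate passes 50% inhibition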;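 also: signal counts dimethyl H3K9 product captured on neutravidin plate; 0% = median of DMSO wells and 100% = 0.3 times that DMSO median; strong numbers were not always called active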
LAP4 TOR yeast: alters LAP4-GFP fluorescence in TOR pathway yeast screen; actives 0.34% (n = 320,000); GFP response vs DMSO, % at 10 µM; S. cerevisiae LAP4-GFP multiplex, flow cytometry GFP, 3 h; median GFP as percent of DMSO wells;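 active = GFP response vs DMSO above a set limit, about the screen mean plus 3 SD, cut at about 150% in these data; inconclusive = under 70 cell events counted for the yeast strain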
* = called active by the depositor; ? = inconclusive; nt = not tested or not shown; & = joins results of further samples.

SMILES | AGP1 TOR yeast | CIT2-GFP yeast | MEP2 TOR yeast | GRK2 inh | RPL19A TOR yeast | VLA-4 inh | JMJD2C inh | LAP4 TOR yeast
Cc1cccc(NS(=O)(=O)Cc2ccccc2)c1C | 88 | 92 | 102 | 2 | 96 | -2 | 3 | 85
CCC(C)[C@H]1CNCCN1CC1(c2ccccc2)CC1 (some centres undefined) | 92 | 93 | 134 | 0 | 95 | -9 | -1 | 99
Cc1nc(N2CCOCC2)nc(N2CCCCC2C)c1[N+](=O)[O-] (centres undefined) | 102 | 98 | 95 | 1 | 101 | 1 | -3 | 120
Cc1cc(C)cc(N2C(N)=NC(N)=NC2c2ccccc2F)c1 (centres undefined) | 94 | 102 | 112 | 0 | 106 | -2 | 11 | 91
O=C(Nc1cccc(S(=O)(=O)N2CCCCC2)c1)c1c2c(nc3ccccc13)CCN(Cc1ccccc1)C2 | 98 | 105 | 102 | 0 | 103 | 4 | 8 | 94
O=C(C[n+]1ccccc1)N/N=C/c1ccc(Br)cc1 | 102 | 102 | 96 | 0 | 100 | 16 | -1 | 101
O=C(CCCCCN1C(=O)c2ccccc2C1=O)NCc1ccccn1 | 96 | 96 | 96 | 4 | 97 | 0 | -3 | 103
O=C(CSc1nncs1)NC(=O)NCc1ccco1 | 100 | 96 | 91 | 0 | 98 | 0 | 8 | 115
Cn1nnnc1SCC(=O)Nc1ccc(N2CCOCC2)cc1 | 103 | 101 | 100 | 0 | 100 | -6 | -8 | 103
COC(=O)CN1C(=O)COc2ccc(S(=O)(=O)N3CCCC3)cc21 | 92 | 95 | 99 | 2 | 99 | 4 | 10 | 92
O=C(CCCn1c(=O)[nH]c2cc(Cl)ccc2c1=O)NCCCN1CCCC1=O | 105 | 97 | 109 | 1 | nt | 20 | 1 | 100
Cn1cccc1C(=O)OCC(=O)NCCc1ccc(S(N)(=O)=O)cc1 | 101 | 118 | 105 | 0 | 99 | 10 | 1 | 89
O=C(Cn1nnc(-c2ccccc2)n1)N/N=C/c1ccco1 | 106 | 116 | 106 | 0 | 101 | 8 | -7 | 105
C[C@H](NC(=O)c1[nH]cnc1C(=O)N[C@H](C)c1ccccc1)c1ccccc1 | 102 | 103 | 93 | 2 | 98 | -2 | 0 | 104
CC(Sc1nnnn1C)C(=O)Nc1ccc(Oc2ccccc2)cc1 (centres undefined) | 98 | 98 | 98 | 2 | 100 | -22 | 11 | 105
CCOc1ccc2oc(C(=O)O)c(C)c2c1 | 102 | 76 | 97 | 0 | 101 | 15 | -2 | 103
CSC1=NCCN1C(=O)c1ccc(C)cc1 | 111 | 115 | 115 | 2 | 119 | -3 | 2 | 117
C1CCc2c(nc3nnnn3c2NC2CCCC2)C1 | 90 | 98 | 91 | 0 | 89 | 8 | -6 | 89
COc1cc(C(=O)NNC(=O)CN2C(=O)NC3(CCCC3)C2=O)cc(OC)c1OC | 99 | 99 | 96 | 2 | 98 | 9 | 0 | 104
CCOc1ncccc1C(=O)Nc1ccc(S(=O)(=O)N2CCCC2)cc1 | 96 | 92 | 94 | 0 | 93 | -5 | 4 | 94
CC(C)C(NC(=O)c1ccc(C(C)(C)C)cc1)C(=O)Nc1ccc(N2CCOCC2)cc1 (centres undefined) | 99 | 102 | 94 | 2 | 98 | 5 | 3 | 93
Cc1ccc2c(c1)N(CC(=O)c1cccc(Cl)c1)C(=O)C(C)O2 (centres undefined) | 116 | 102 | 115 | 1 | 107 | -3 | 12 | 109
O=C(O)CC(NC(=O)Cc1ccccc1)c1ccccc1 (centres undefined) | 103 | 98 | 102 | 0 | 103 | 3 | -19 | 99
COC(=O)c1ccccc1NS(=O)(=O)c1c(C)noc1C | 93 | 99 | 93 | 3 | 101 | 9 | 6 | 89
CCOC(=O)/C(C#N)=C/Nc1cc(C(C)(C)C)sc1C(C)=O | 108 | 110 | 105 | 0 | 107 | -11 | 10 | 107
Cc1cc(C)cc(OCC(=O)OCC(=O)N(C)CC(=O)Nc2ccc(F)cc2)c1 | 97 | 91 | 96 | 4 | 98 | 8 | -26 | 96
COC(=O)c1ccc(Oc2cc(C)nc(NCc3ccccc3)n2)cc1 | 103 | 88 | 99 | 0 | 94 | 8 | -1 | 92
C=CCn1c(SCC(=O)c2c(N)n(C)c(=O)n(C)c2=O)nc2sc(CC)cc2c1=O | nt | 107 | 107 | 2 | 104 | 6 | 2 | 108
CC(C)CC1NC(=O)N(CC(=O)Nc2cc(S(=O)(=O)N3CCOCC3)ccc2Cl)C1=O (centres undefined) | 104 | 98 | 100 | 5 | 100 | 3 | -8 | 107
COc1cc(CC(=O)N/N=C/c2ccccc2)c([N+](=O)[O-])cc1OC | 97 | 97 | 95 | 6 | 103 | 2 | 4 | 86
CCN1CCN(CCOc2cccc(Oc3ccccc3)c2)CC1 | 100 | 97 | 103 | 0 | 98 | 9 | -2 | 90
C[C@H](CCC(=O)O)[C@H]1CC[C@H]2[C@@H]3[C@H](O)C[C@@H]4C[C@H](O)CC[C@]4(C)[C@H]3C[C@H](O)[C@]12C | 86&92&106 | 82&99&100 | 98&94&109 | 1&0&1 | 100&101&100 | 0&18&-13 | 22&3 | 104&97&103
Cc1ccsc1/C=C1\SC(N2CC(C)OC(C)C2)=NC1=O (centres undefined) | 91 | 92 | 95 | 1 | 95 | -7 | -5 | 98
Cc1ccc(S(=O)(=O)CCc2ccccn2)cc1 | 98 | 101 | 103 | 2 | 100 | 5 | 20 | 97
Cc1ccsc1C(=O)OCC(=O)NC1CC1 | 104 | 99 | 106 | 0 | 98 | -5 | 5 | 106
COc1ccc(C(=O)Nc2cccc(C(=O)N3CCCCC3)c2)cc1 | 86 | 82 | 84 | 0 | 96 | -14 | nt | 80
COc1ccccc1N1C(=O)CSC1=S | 105 | 122 | 112 | 1 | 111 | 0 | -7 | 87
O=C(Cn1cc(C(F)(F)F)ccc1=O)OCC(=O)c1ccc[nH]1 | 102 | 106 | 106 | 3 | 100 | 5 | 2 | 91
Cc1cc(C2(c3cc(C)c(NC(=O)CN4CCOCC4)c(C)c3)CCCCC2)cc(C)c1NC(=O)CN1CCOCC1 | 102 | 105 | 100 | 2 | 100 | -4 | 1 | 100
O=C1C(Cl)=C(N2CCCCCC2)C(=O)N1c1ccc(Br)cc1 | 100 | 104 | 115 | 1 | 104 | 14 | -3 | 94

Shown in markdown: part of the list above.
| molecule | AGP1 TOR yeast | CIT2-GFP yeast | MEP2 TOR yeast | GRK2 inh | RPL19A TOR yeast | VLA-4 inh | JMJD2C inh | LAP4 TOR yeast |
| --- | --- | --- | --- | --- | --- | --- | --- | --- |
| COc1cc(CC(=O)N/N=C/c2ccccc2)c([N+](=O)[O-])cc1OC | 97 | 97 | 95 | 6 | 103 | 2 | 4 | 86 |
| C=CCn1c(SCC(=O)c2c(N)n(C)c(=O)n(C)c2=O)nc2sc(CC)cc2c1=O | nt | 107 | 107 | 2 | 104 | 6 | 2 | 108 |

Following part.
SMILES | AGP1 TOR yeast | CIT2-GFP yeast | MEP2 TOR yeast | GRK2 inh | RPL19A TOR yeast | VLA-4 inh | JMJD2C inh | LAP4 TOR yeast
CCn1c(CC(=O)Nc2ccc(C)cc2)nnc1SCC(=O)N1CCOCC1 | 88 | 86 | 94 | 0 | 106 | -6 | -12 | 68
COc1ccc(-c2cn3cccnc3n2)cc1NC(=O)C(C)Oc1ccccc1 (centres undefined) | 97 | 96 | 101 | 0 | 100 | 0 | -3 | 97
O=C(CCc1c[nH]c2ccccc12)NCCc1ccc(Cl)cc1 | 101 | 97 | 103 | 0 | 105 | 20 | 4 | 107
O=C(c1ccc(Cl)cc1)c1ccc(OCC(O)CN2CCOCC2)cc1 (centres undefined) | nt | 99 | 97 | 0 | 95 | 4 | 3 | 94
N/C(=N\OC(=O)c1ccc(Cl)cc1)c1cccnc1 | 97 | 99 | 105 | 0 | 100 | 17 | 2 | 96
CCn1c(=O)c(C(=O)NCc2ccccn2)c(O)c2ccccc21 | ? | ? | ? | 4 | ? | 28 | -8 | ?
N/N=C(\c1ccccc1)c1cc(Br)ccc1N | 96 | 100 | 111 | 4 | 107 | -1 | -1 | 103
Cc1ccc2c(c1)NC(=O)c1cccnc1N2 | 102 | 105 | 100 | 3 | 98 | -5 | -10 | 105
O=c1cc(O)c2sc3nc(C(F)(F)F)c4c(c3c2[nH]1)CCCCC4 | 102 | nt | 105 | 0 | 104 | 11 | -25 | 98
CCC(C)[C@H](NC(=O)N1CCCCCC1)C(=O)O (some centres undefined) | 108 | 100 | 104 | 0 | 105 | 5 | -26 | 111
O=C(CCl)N(C/C=C/c1ccccc1)c1ccc2c(c1)OCCO2 | 123 | 106 | 105 | 1 | 102 | 9 | 0 | 107
COc1cc(C(=O)Nc2ccc(C)cn2)ccc1OCC(=O)N1CCOCC1 | 95 | 99 | 101 | 0 | 93 | -7 | -3 | 95
CCN(C[C@H]1N[C@@](C)(C(=O)OC)[C@H]2C(=O)N(Cc3ccccc3)C(=O)[C@@H]12)C(=O)c1ccc(F)cc1 | 112 | 101 | 103 | 0 | 104 | 20 | nt | 111
CC(=O)c1ccc(NC(=S)NC2CCCC(C)C2C)cc1 (centres undefined) | 98 | 90 | 100 | 0 | 100 | 1 | -1 | 110
CCC(=O)Nc1c(-c2ccc(OC)cc2)c(=O)c2ccccc2n1C | 104 | 104 | 109 | 0 | 102 | 1 | 3 | 92
c1ccc(CSc2ncnc3c2sc2nc(N4CCOCC4)c4c(c23)CCCC4)cc1 | 101 | 98 | 103 | 2 | 98 | 21 | -4 | 100
CCOC(=O)C1(Cc2ccccc2)CCN(Cc2cnn(CC)c2)CC1 | 100 | 99 | 109 | 2 | 100 | 16 | -2 | 102
COc1ccc(-c2cc(C(F)(F)F)nc(SCC(=O)N(C)Cc3cnn(C)c3C)n2)cc1OC | 101 | 108 | 109 | 0 | 104 | 6 | 9 | 96
COc1ccc(CCNC(=O)c2cccc(-n3cnnn3)c2)cc1 | 98 | 98 | 104 | 0 | 100 | 16 | 3 | 98
CCOC(=O)c1oc2ccc(S(=O)(=O)n3nc(-c4cc(OC)c(OC)c(OC)c4)cc3N)cc2c1C | 106 | 99 | 97 | 0 | 99 | 3 | 23 | 105
C[C@H]1CN([C@@H](C)CO)C(=O)c2cccc(NC(=O)C3CC3)c2O[C@H]1CN(C)Cc1ccc(-c2ccccc2)cc1 | 93 | 86 | 97 | 0 | 89 | -16 | 2 | 96
Cc1ccc(C(C)C)cc1NC(=O)Nc1ccc([N+](=O)[O-])cc1 | 102 | 101 | 110 | 1 | 102 | 6 | 11 | 111
CCCn1c(SCC(=O)NCCc2ccccc2)nnc1C(C)C | 94 | 94 | 95 | 0 | 93 | 2 | 4 | 98
CCOc1cc(/C=C2/C(=O)ON=C2C)ccc1OCc1ccc(F)cc1 | 98 | 97 | 97 | 0 | 94 | 28 | 2 | 91
O=C(NC(=S)NNC(=O)c1ccccc1O)c1cccnc1 | 112 | 103 | 95 | 0 | 98 | -3 | 6 | 102
CC1CC(C)CN(CCCNC(=O)C2CCC(=O)N2C2CCCC2)C1 (centres undefined) | 106 | 101 | 105 | 1 | 93 | 0 | nt | 98
CCC(C(=O)NCCc1ccc(C)cc1)n1nc(C)c2c(C)n(-c3ccccc3)nc2c1=O (centres undefined) | 99 | 101 | 99 | 15 | 97 | 7 | 27 | 92
O=C(NCc1ccco1)C(c1ccc(F)cc1)N(Cc1cccnc1)C(=O)Cn1nnc2ccccc21 (centres undefined) | 104 | 97 | 104 | 3 | 100 | 3 | 12&1 | 95
CC1(c2nnc(-c3cccc(Cl)c3)o2)CC(c2cccc([N+](=O)[O-])c2)=NO1 (centres undefined) | 87 | 84 | 98 | 2 | 97 | -13 | 10 | 121
